SIAE inh = inhibitors of human sialic acid acetylesterase SIAE. hit rate 0.69% among 370,000. inhibition, % at 9.66 µM. Q9HAT2. SIAE FP-Rh probe binding, fluorescence polarization;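 active = inhibition above a cutoff: mean of compounds within the control limits plus 3 SD of those, cut at about 17% in these data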;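 note: 0% = plate median of compound wells and 100% = probe without SIAE protein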
TCR-CD3 inh = human TCR-CD3 binding inhibition; inhibition, % at 9.4 µM; hit rate 0.37% among 360,000; TAMRA-labeled TCR probe fluorescence, biochemical; in the data active = inhibition above about 19%;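 note: recombinant mutant TCR 2C K166C tagged with TAMRA read by polarization; 0% = receptor in buffer alone and 100% = receptor with positive control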
HTRA1 inhibitor = blocks human HTRA1 serine peptidase | Q92743 | recombinant HTRA1, FP-rhodamine activity-based probe, fluorescence polarization | inhibition, % at 5.96 µM | hit rate 0.5% among 340,000 | AID 504803; in the data active = inhibition above about 36%;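 note: 0% = enzyme with DMSO and 100% = wells lacking enzyme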
Target sequence (Q92743 whole entry, looked up): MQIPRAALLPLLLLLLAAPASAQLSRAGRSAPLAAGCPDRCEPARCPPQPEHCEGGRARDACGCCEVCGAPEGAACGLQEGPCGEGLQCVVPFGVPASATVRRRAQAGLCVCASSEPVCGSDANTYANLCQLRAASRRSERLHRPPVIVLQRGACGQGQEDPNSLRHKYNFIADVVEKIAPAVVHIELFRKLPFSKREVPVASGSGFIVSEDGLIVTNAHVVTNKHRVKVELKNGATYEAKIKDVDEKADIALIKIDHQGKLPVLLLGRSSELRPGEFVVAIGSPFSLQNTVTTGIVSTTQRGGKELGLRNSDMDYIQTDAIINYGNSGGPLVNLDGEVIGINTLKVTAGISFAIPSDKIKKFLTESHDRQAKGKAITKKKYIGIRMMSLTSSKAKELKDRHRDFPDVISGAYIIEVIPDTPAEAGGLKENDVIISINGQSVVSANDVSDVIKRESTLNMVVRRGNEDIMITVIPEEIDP
UHRF1 binding = blocks human UHRF1 binding to methylated DNA; Q96T88; UHRF1 binding to methylated oligo, TR-FRET; inhibition, % at 4.4 µM; hit rate 0.75% among 370,000; AID 687016; in the data active = inhibition above about 21%;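 note: UHRF1 SRA domain binding a hemimethylated CpG hairpin DNA probe; 0% = median of test compound wells and 100% = reference inhibitor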
mABHD4 FP = inhibits mouse alpha/beta hydrolase domain 4; Q8VD66; purified mABHD4, FP-Rh probe fluorescence polarization; inhibition, % at 8.92 µM; hit rate 0.54% among 370,000; AID 720543;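 active = inhibition exceeding the mean over every tested compound plus 3 SD, cut at about 30% in these data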;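 note: 0% = plate median of compound wells and 100% = S159A mutant with DMSO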
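Assay system: mABHD4 protein; medium: HEPES pH 7.0, NaCl, Pluronic buffer; dosing: 8.92 µM, single dose; schedule: 45 min + 60 min at 25 °C; signal: FP readout, ex 525 nm / em 598 nm; read-out: normalized percent inhibition of probe labeling; repeats: single replicate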
PRMT1 inh = blocks human protein arginine methyltransferase 1. hit rate 1.3% among 370,000. Q99873. inhibition, % at 2.79 µM. AID 652257. recombinant PRMT1, activity-based probe fluorescence polarization;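 active = inhibition above about 21% made by adding two undisclosed values, limit read from the data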
Target sequence (Q99873 whole entry, looked up): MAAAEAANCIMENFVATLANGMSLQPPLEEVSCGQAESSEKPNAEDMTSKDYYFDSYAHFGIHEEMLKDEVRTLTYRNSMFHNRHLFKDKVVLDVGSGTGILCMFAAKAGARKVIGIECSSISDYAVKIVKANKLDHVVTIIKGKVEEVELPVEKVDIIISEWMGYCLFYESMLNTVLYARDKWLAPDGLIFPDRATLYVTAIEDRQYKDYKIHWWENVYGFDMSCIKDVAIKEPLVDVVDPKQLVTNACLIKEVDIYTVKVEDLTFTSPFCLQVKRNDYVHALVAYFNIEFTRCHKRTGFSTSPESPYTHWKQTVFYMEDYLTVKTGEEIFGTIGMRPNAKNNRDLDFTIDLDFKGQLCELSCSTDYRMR
GC-A act = GC-A (human) enzyme activation. HEK293 GC-A cells, cGMP TR-FRET, EC30 ANP; 0% at EC30 ANP, 100% saturating ANP. activation, % at 10 µM. hit rate 0.14% among 370,000. P16066; in the data active = activation above about 40%
MBD2 inh = blocks human MBD2 binding to methylated DNA. Q9UBB5. TR-FRET, MBD2 binding to methylated oligonucleotide. inhibition, % at 4.4 µM. hit rate 0.31% among 370,000; in the data active = inhibition above about 13%
rCAG binder = binds r(CAG) RNA repeats. r(CAG) RNA repeat, TO-PRO-1 dye displacement fluorescence. inhibition, % at 3 µM. hit rate 1.3% among 370,000. AID 651821;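 active = inhibition above the plate cutoff, the mean of all test compounds on that plate plus 3 SD, cut at about 35% in these data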;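 note: 0% = DMSO alone and 100% = 100 µM mitoxantrone as full dye displacement; higher means more dye released from RNA so lower well fluorescence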
GC-B act = GC-B (human) receptor activation; P20594; HEK293-GC-B cells, CNP EC30, cGMP TR-FRET; 0% at EC30 CNP, 100% saturating CNP; activation, % at 10 µM; hit rate 0.11% among 370,000;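 active = activation at 10 µM reaching about 35% in either raw or pattern-adjusted values, limit read from the data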
Starred values were filed as active, the others as inactive; . = no result given. The list is partial. The share of hits here may be higher or lower than overall.

| SMILES | GC-B act | SIAE inh | HTRA1 inhibitor | PRMT1 inh | GC-A act | UHRF1 binding | MBD2 inh | mABHD4 FP | TCR-CD3 inh | rCAG binder |
| --- | --- | --- | --- | --- | --- | --- | --- | --- | --- | --- |
| CC(C)(C)c1ccc(OCc2ccc(C(=O)NCc3cccnc3)o2)cc1 | 7.6 | 0.6 | -13.4 | -2.1 | -0.8 | 0.9 | -6.0 | -6.7 | 0.9 | -5.4 |
| O=C(CSCCO)Nc1cccc(C(F)(F)F)c1 | 3.6 | 7.6 | -2.9 | -0.5 | 0.9 | 3.6 | 7.2 | -2.9 | -5.7 | -2.0 |
| CC1CN(C(=O)c2ccc(CNS(=O)(=O)c3cccc(Cl)c3)cc2)CC(C)O1 (stereo not given) | -4.3 | -4.2 | -0.6 | -0.7 | -1.4 | -1.8 | -4.9 | -1.4 | 4.5 | -5.3 |
| CCCNC(=O)c1cc(OC)c(OC)cc1[N+](=O)[O-] | 4.1 | 3.0 | 1.3 | -0.5 | -0.7 | 2.0 | 2.0 | -2.9 | -0.6 | 0.6 |
| Cc1cc(Nc2ccccc2)n(C(=O)c2ccc(N)cc2)n1 | -5.1 | -1.2 | -10.8 | 5.5 | -3.5 | 5.7 | 3.0 | -20.9 | -5.1 | 6.2 |
| CCC(CO)NCC#Cc1ccccc1 (stereo not given) | -0.6 | -2.8 | 2.1 | 1.3 | 3.0 | 0.2 | 3.4 | 11.5 | -10.3 | -0.5 |
| CC1CCN(C(=O)CSc2nc(N)c(NC(=O)c3ccccc3)c(=O)[nH]2)CC1 | 2.2 | 11.3 | 6.3 | -0.5 | -0.3 | -0.5 | 0.4 | -0.8 | 5.8 | 0.5 |
| O=C(Nc1cc(C(F)(F)F)ccc1Cl)c1cc(C2CC2)on1 | -5.5 | 0.4 | -4.2 | 0.2 | -2.5 | -0.2 | -1.3 | 11.0 | -0.4 | -1.2 |
| Cc1cccc(NC(=O)NNC(=O)COc2ccc3ccccc3c2)c1 | -2.5 | -8.6 | -5.7 | -0.5 | -1.7 | -0.4 | -0.2 | -3.2 | 4.3 | 6.2 |
| CC1CCc2c(sc3nc(C4CC4)nc(N4CCN(C(=O)c5ccco5)CC4)c23)C1 (stereo not given) | -4.6 | -1.4 | -69.9 | -0.6 | -1.1 | -0.9 | 4.1 | 2.8 | -4.2 | 2.2 |
| O=C(c1ccccc1)c1ccc(OCC(O)CNCc2ccc(F)cc2)cc1 (stereo not given) | -9.4 | -12.1 | -8.5 | -1.9 | -3.6 | 2.4 | 1.0 | 8.4 | -2.6 | -4.9 |
| NC(=O)C1CCN(C(=O)c2cc(S(=O)(=O)N3CCN(c4ccccc4)CC3)ccc2Cl)CC1 | 0.0 | 11.9 | -2.1 | 0.5 | 2.1 | -0.3 | 1.6 | 6.5 | 3.7 | 5.3 |
| N#CCC(=O)N1CCCCCC1 | 0.8 | 2.0 | 1.9 | -3.1 | -1.3 | -1.6 | -2.1 | -11.8 | -1.2 | 1.4 |
| CCOc1ccc(S(=O)(=O)N2CCCC(C(=O)N3CCC(C(N)=O)CC3)C2)cc1Cl (stereo not given) | 2.5 | -14.4 | -2.1 | -2.7 | -0.1 | -0.2 | 1.0 | -12.7 | 6.3 | 0.9 |
| CC(C)(C)c1ccc(Cn2nnc3c(=O)[nH]c(C4CCN(C(=O)c5ccco5)CC4)nc32)cc1 | 1.2 | -6.8 | -23.7 | -5.0 | -2.1 | -2.5 | -0.4 | -4.2 | 4.5 | 2.4 |
| CCOC(=O)N1CN(C(=O)OCC)CN(C(=O)OCC)C1 | -1.8 | 3.4 | 4.5 | -5.2 | 4.0 | 0.0 | 3.3 | -5.2 | -0.2 | -3.5 |
| COc1cccc(CN(C)CC(O)COC(c2ccccc2)c2ccccc2C)c1 (stereo not given) | -8.9 | -3.1 | -23.5 | 4.6 | -27.8 | 0.8 | 3.7 | 8.3 | -4.9 | 0.4 |
| CCOc1ccc2oc(C(=O)NNC(=O)c3csc(N4CCOCC4)n3)c(C)c2c1 | 0.7 | 7.4 | -9.9 | -1.3 | 2.1 | -3.6 | 2.9 | -1.5 | 0.4 | 8.5 |
| Cc1nnc(SCC(=O)NC(=O)NC(C)(C)C)n1N | 1.1 | 2.4 | -2.3 | 0.0 | 0.3 | 0.5 | 0.0 | -1.2 | -2.1 | -3.3 |
| O=C(c1ccco1)N(Cc1ccc(Cl)cc1)C1CCS(=O)(=O)C1 (stereo not given) | -6.9 | -3.5 | 2.9 | -0.9 | -10.7 | -1.4 | -6.5 | 0.7 | 3.5 | -2.3 |
| COc1ccc(NC(=O)C2=CC=CN3CCS(=O)(=O)N=C23)c(OC)c1 | 1.4 | 1.0 | 4.9 | 3.7 | -1.2 | -1.5 | 1.6 | 6.9 | -7.8 | 1.7 |
| O=C(NS(=O)(=O)Oc1cccc(F)c1)OC[C@@H]1CCCN2CCCCC12 (stereo not given in full) | 1.0 | -0.8 | -1.6 | 7.8 | 3.9 | 3.6 | 7.5 | -15.7 | -6.7 | -2.9 |
| CC(=O)Oc1ccccc1C(=O)Oc1ccccc1C(=O)O | 0.4 | -4.9 | 4.2 | 3.9 | -3.6 | 4.0 | -0.7 | -5.5 | 0.2 | 2.2 |
| O=C(NCc1ccc2c(c1)OCO2)C1CCCN1C(=O)Nc1cccc(Cl)c1 (stereo not given) | 1.6 | 0.1 | -4.5 | -1.5 | 2.3 | 1.2 | 2.0 | -4.1 | -0.9 | -3.2 |
| COc1ccc(CC(=O)Nc2nc(OCCN3CCCC3=O)cnc2-c2cccc(C(F)(F)F)c2)cc1 | -0.1 | -1.5 | . | -1.0 | 0.0 | 0.5 | -5.9 | -23.2 | -3.3 | -3.0 |
| O=C(Oc1ccc(-c2cnc3ccccc3n2)cc1)c1cccc([N+](=O)[O-])c1 | -6.5 | 1.6 | 5.9 | 1.6 | 5.1 | -0.5 | -0.1 | -3.0 | 1.3 | 2.8 |
| COC(=O)c1cc(O)c(OCc2ccccc2)c(O)c1 | 3.0 | 8.0 | 0.8 | -1.5 | -0.1 | -1.7 | 0.9 | 7.7 | 1.2 | -2.2 |
| COc1ccc2[nH]c(=O)c(CN(Cc3nnnn3Cc3ccc(F)cc3)CC3CCCO3)cc2c1 (stereo not given) | -5.7 | -1.0 | -1.6 | 0.8 | -4.0 | -1.8 | -3.3 | 2.0 | 0.5 | -6.0 |
| CCC(=O)N1CCN(c2c(Cl)cccc2[N+](=O)[O-])CC1 | -1.7 | -6.2 | 3.1 | -0.1 | 2.5 | -1.6 | -0.6 | -2.3 | 4.1 | 0.1 |
| CC1Cc2ccccc2N1C(=O)Cn1cc([N+](=O)[O-])cn1 (stereo not given) | 0.0 | 5.5 | -1.6 | -0.8 | 2.8 | -0.1 | 0.4 | -6.7 | 7.0 | 1.3 |
| O=C(c1cccc(Cl)c1)N1CCN(c2ncnc3c2cnn3-c2ccccc2)CC1 | 2.2 | -1.2 | 1.4 | 0.9 | 2.6 | 1.1 | -3.9 | -2.8 | 0.1 | -3.1 |
| CS(=O)(=O)c1ccc(Cl)c(NC(=O)C2CCN(S(=O)(=O)c3cccs3)CC2)c1 | -6.5 | -0.1 | 3.4 | -1.8 | 1.6 | 0.4 | 1.2 | -1.8 | 2.2 | 1.1 |
| CC(=O)c1c(NCCc2ccccc2)nc(=S)n(-c2ccccc2)c1C | -1.0 | -2.5 | -1.1 | 6.2 | -8.8 | 5.5 | 3.9 | -1.3 | -0.3 | -3.1 |
| Cc1nnc2c(Oc3ccccc3)nc3ccccc3n12 | -1.3 | 2.1 | -1.9 | 1.2 | 7.2 | 0.1 | 3.8 | 6.1 | -5.8 | -4.1 |
| COc1ccc(C(C(=O)NC2CCCCC2)N2CCC3(CC2)OCCO3)cc1 (stereo not given) | 1.6 | 0.3 | -0.7 | -2.8 | -2.9 | -1.2 | 3.7 | 9.7 | 2.0 | -9.1 |
| Cc1c2cn[nH]c(=O)c2c(C)n1Cc1ccc(F)cc1 | 2.0 | 9.8 | -10.9 | -1.9 | 2.8 | -2.2 | -1.1 | -5.2 | 1.2 | 6.2 |
| Nc1ccc(NC(=O)c2ccco2)c(Cl)c1 | -1.0 | 6.5 | 0.2 | -1.7 | 0.9 | -2.1 | 1.3 | -1.2 | 8.2 | -2.0 |
| COc1cccc(N2CCN(C(=O)c3ccc(CS(=O)c4ccccc4Cl)o3)CC2)c1 (stereo not given) | -3.3 | -3.9 | -1.5 | -1.4 | -7.5 | -2.9 | -0.2 | -0.9 | 7.0 | -2.7 |
| CC(=O)c1ccc2ccccc2c1OC(=O)c1ccncc1 | -2.1 | -6.0 | -6.3 | 0.0 | -3.3 | -3.5 | 3.3 | 2.0 | 7.9 | 3.2 |
| O=C(CSCc1ccc(Cl)cc1)NCCSCc1ccco1 | -8.3 | -2.0 | -1.8 | 23.5* | -2.7 | 2.3 | 7.7 | -11.7 | 1.8 | -1.4 |
| CCOC(=O)N1CCC(NC(=O)CSCc2nc(-c3cccc(OC)c3)oc2C)CC1 | 0.7 | 5.4 | 3.8 | 1.5 | 2.5 | 1.2 | 1.0 | -3.9 | 2.8 | -1.3 |
| O=[N+]([O-])/C=C/c1cn(Cc2ccccc2)c2ccccc12 | -14.6 | 2.5 | -31.5 | -0.3 | -8.1 | -2.5 | -7.6 | -14.3 | 0.6 | 8.2 |
| CC1CCCC(NC(=O)CN2C(=O)NC(C)(c3ccccc3)C2=O)C1C (stereo not given) | 2.3 | -6.4 | 1.5 | -0.1 | -0.6 | -1.5 | -1.9 | -7.6 | 2.1 | -2.6 |
| Cc1ccc(NC(=O)CSc2nccn2C)cc1F | 0.2 | -0.2 | 2.7 | 2.2 | 1.0 | 0.0 | -0.8 | -1.3 | 4.8 | -1.7 |
| O=C(c1cccc(-c2ccco2)c1)N1CCCC(N2CCN(c3ccc(F)cc3)CC2)C1 (stereo not given) | -2.8 | 4.7 | -5.7 | 1.3 | -0.3 | 1.7 | 3.8 | 8.4 | -7.2 | -6.3 |
| N/C(Cc1ccc(Cl)cc1)=N\OC(=O)C1CCCCC1 | -2.4 | -3.2 | 4.3 | 2.2 | 2.9 | 1.1 | 4.0 | -2.2 | -10.3 | -6.1 |
| CCOc1ccc(N2C(=O)CNC2=S)cc1 | 0.1 | 3.4 | 3.7 | -2.5 | 2.9 | -0.3 | -2.9 | -3.0 | -3.2 | 2.8 |
| Cc1ccccc1Nc1ncnc2c1cnn2-c1ccccc1 | -7.7 | -5.2 | -15.4 | 2.1 | -7.8 | 6.2 | 6.4 | -0.1 | -8.3 | 1.3 |
| C=C(C)COc1ccc2c(CC)cc(=O)oc2c1C | -2.1 | -5.0 | -9.2 | 1.2 | -0.1 | -0.5 | 1.1 | 4.3 | 3.2 | -1.4 |
| CSCCCNC(=O)c1cn(C(C)c2ccccc2)nn1 (stereo not given) | 0.4 | 6.2 | . | 2.8 | 2.1 | 0.2 | 1.6 | -1.4 | . | 1.4 |
| Cc1nc2ccccc2c(=O)n1/N=C/c1ccc(C(C)C)cc1 | 2.4 | -5.3 | 5.5 | 1.8 | 2.8 | -0.1 | 4.4 | 1.6 | -8.4 | -3.5 |

Assay outcomes as filed in PubChem.
